Screening data (PubChem BioAssay)
aSyn tox rescue = qHTS of alpha-syn Inhibitors: NCGC Sytravon Library Screen; hit rate 0.02% among 94,000; S. cerevisiae alpha-synuclein toxicity rescue, BacTiter-Glo growth, 24 h; Potency, µM (highest dose often 46.1 µM), for the others: at the highest dose growth rescue (activation), hits mostly activators; AID 1347070, 2019; active = well fitted activation curve with a large enough effect; inconclusive = small, poorly fitted or top-dose-only effect; also: 0% is about no effect
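Growth restoration measured by BacTiter-Glo luminescence after 24 hr at 30 deg C; alpha-synuclein yeast, raffinose-pregrown to mid-log, were added at OD600=0.02 in galactose medium onto pinned compounds.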
Numbers without * were called inactive; ? = inconclusive; [ ] = remark or other dose. Potency is read from the fitted curve at half-maximal effect. Not all compounds are listed (hit frequency here may not be typical).

SMILES	aSyn tox rescue
COC(=O)C12CCc3cc(OC)ccc3C1=CC(=O)C2 (stereo not given)	-5%
N#CCCn1cc(C(=O)Nc2ccccc2Br)c(-c2ccc([N+](=O)[O-])cc2)n1	-11%
Cc1ccc(Cn2cccc(C(=O)Nc3ccc(C)c(Cl)c3)c2=O)cc1	-6%
CC(NCc1ccccc1C(F)(F)F)C(O)c1ccccc1 (stereo not given)	-1%
CC(C)OC1CCCC(O)C1CC(=O)O (stereo not given)	5%
N#Cc1ccc(NC(=O)CN2C(=O)NC3(CCCC3)C2=O)cc1Cl	9%
O=S(=O)(c1ccc(Cl)cc1)N1CCCCC1c1cccnc1 (stereo not given)	22%
N#Cc1ccc(NC(=O)CN2CCCC2)cc1Cl	-8%
Cc1ccc(-n2c(O)c(C=N)c(=O)n(-c3ccc(C)cc3)c2=O)cc1	5%
COc1ccccc1-c1nn2c(=O)cc(CN3CCN(C(=O)COc4ccccc4Cl)CC3)nc2s1	7%
CC(=O)CC(c1ccccc1[N+](=O)[O-])c1c(O)c2ccccc2oc1=O (stereo not given)	9%
CSc1ccc(CN2CCN(C(=O)COc3ccc(C)cc3)CC2)cc1	23%
Cc1ccc(OC(=O)N(C)C[C@@H]2OCc3cnnn3CCCC(=O)N([C@H](C)CO)C[C@@H]2C)cc1	-9%
Cc1ccc(C)c(CN2C(=O)c3ccccc3Sc3ccc(C(=O)N4CCC5(CC4)OCCO5)cc32)c1	17%
COCCNC(=O)CN1C(=O)CN=C(c2ccccc2)c2ccccc21	1%
CCOC(=O)C1=Nc2ccccc2/C1=C\c1c(O)n(C)c(=O)n(C)c1=O	-8%
CN1CCN(c2c(C#N)c(C(F)(F)F)nn2C)CC1	2%
c1ccc2c(c1)-c1cccc3cccc-2c13	5%
CCN1CCN(C(c2cccs2)C(C)NC(=O)Oc2ccccc2)CC1 (stereo not given)	0%
O=C1NC(=O)C(=Cc2csc3ccccc23)C(=O)N1	-9%
O=C(Cc1cccs1)N1Cc2ccccc2-n2nncc2C1	6%
CCOC(=O)c1ccc(NC(=O)CSc2nc3c(cc2C#N)N2CCC3CC2)cc1	5%
CCOCN(C(=O)CCl)c1c(C)cccc1CC	5%
Cc1cc(C)cc(NC(=O)CN2C(=O)CN=C(c3ccccc3)c3cc(Cl)ccc32)c1	?
CCSc1nnc(NC(=O)c2cccn(Cc3ccc(Cl)cc3)c2=O)s1	1%
CCc1ccc(-n2nc(C)c3c2NC(=O)CSC3c2ccccc2C)cc1 (stereo not given)	-13%
CSc1ccc(CN2CCN(C(=O)COc3cccc(C)c3)CC2)cc1	16%
CC(C)(C)NS(=O)(=O)c1ccc(OCC(=O)N2CCN(Cc3ccccc3)CC2)cc1	-1%
C[C@H](CO)N1C[C@H](C)[C@@H](CN(C)C(=O)Oc2ccc3ccccc3c2)OCc2cn(nn2)CCCC1=O	4%
COC(=O)CNC(=O)c1cn(CCC#N)nc1-c1ccc(F)cc1	-13%
COc1cc2c(cc1OC)C(c1c(O)n(CCc3ccccc3)c(=S)[nH]c1=O)NCC2 (stereo not given)	-10%
COC(=O)C1=C(c2ccccc2OCc2ccccc2)C[C@@H]2CC[C@H]1N2C	2%
C(=N\NC1=NCCCCC1)/c1c[nH]c2ccccc12	-12%
CC1CCC(C(C)C)C(OC(=O)Cn2c(COc3ccccc3)[n+](C)c3ccccc32)C1 (stereo not given)	-14%
CN(C)Cc1c[nH]c2ccccc12	8%
O=c1[nH]c(O)c(C=Nc2cccc(F)c2)c(=O)[nH]1	-4%
CCCOc1ccccc1OCC(=O)N1CCN(CC(=O)N2CCOCC2)CC1	-8%
COc1ccc(OC)c(C(c2c(O)c3ccccc3oc2=O)c2c(C)n(C)n(-c3ccccc3)c2=O)c1 (stereo not given)	3%
COc1cccc(O)c1CN1CCCC(C(=O)c2sccc2C)C1 (stereo not given)	2%
O=[N+]([O-])c1cccc(CN2CCN(Cc3ccc(Cl)cc3)CC2)c1	0%
CCN1CCN(c2nc([N+](=O)[O-])nn2C)CC1	0%
CS(=O)(=O)N1CCN(C(=N)N[N+](=O)[O-])CC1	6%
Cc1ccc(-c2nc3ccccc3c(=O)n2-c2cccc(C)n2)cc1	-10%
O=C(c1ccc(-c2ccccc2)c(F)c1)C1CCCN(CCO)C1 (stereo not given)	-4%
Cc1ccc(Cn2cccc(C(=O)Nc3nnc(C)s3)c2=O)cc1	-8%
Cn1cc(/C=C/c2nc3ccccc3c(=O)n2-c2ccccc2)c2ccccc21	1%
COc1ccc(-n2c(/C=C\c3ccccc3F)nc3ccccc3c2=O)cc1OC	3%
O=[N+]([O-])c1ccc2c(c1)C(c1ccccc1)=NCCN2	6%

As entered above.
aSyn tox rescue, CS(=O)(=O)N1CCN(C(=N)N[N+](=O)[O-])CC1 : 6%
aSyn tox rescue, Cn1cc(/C=C/c2nc3ccccc3c(=O)n2-c2ccccc2)c2ccccc21 : 1%
aSyn tox rescue, Cc1ccc(-c2nc3ccccc3c(=O)n2-c2cccc(C)n2)cc1 : -10%
aSyn tox rescue, O=[N+]([O-])c1ccc2c(c1)C(c1ccccc1)=NCCN2 : 6%
aSyn tox rescue, CCN1CCN(c2nc([N+](=O)[O-])nn2C)CC1 : 0%
aSyn tox rescue, Cc1ccc(Cn2cccc(C(=O)Nc3nnc(C)s3)c2=O)cc1 : -8%
aSyn tox rescue, O=[N+]([O-])c1cccc(CN2CCN(Cc3ccc(Cl)cc3)CC2)c1 : 0%

Further structures follow.
SMILES	aSyn tox rescue
COC[C@]12CN(C)C3C4[C@H](OC)[C@H]1C3([C@@H](OC)C[C@H]2O)[C@@H]1C[C@@]2(O)[C@H](OC(=O)c3ccccc3)[C@@H]1[C@]4(OC(C)=O)[C@@H](O)[C@@H]2OC	11%
O=C1NC(=O)N(c2ccccc2)C(=O)/C1=C\c1ccc([N+](=O)[O-])s1	-73%[inhibitor]
COc1ccc(Cl)cc1NC(=O)c1sc2nc3c(cc2c1N)N1CCC3CC1	8%
COc1cccc(NC(=O)Cn2cc(C(=O)c3ccccc3)c3ccccc32)c1	-4%
CS(=O)(=O)c1ccc(C2=C(CNC(=O)c3nccs3)[C@H]3CC[C@@H](C2)N3Cc2ccco2)cc1	-4%
C=CCn1c(O)c(C(CC)=Nc2ccc(C(=O)O)cc2)c(=O)[nH]c1=O	-1%
CNCCc1ccc(OC)c(OC)c1	8%
O=c1[nH]c(O)c(/C=C2/C=CC(c3cc(Cl)ccc3Cl)=N2)c(=O)[nH]1	8%
CCOC(=O)c1ccc(NC(=O)c2cccn(Cc3ccc(C)cc3)c2=O)cc1	-11%
COc1ccc(CN2C(=O)NC(=O)/C(=C/c3cc(OC)c(OC)c(OC)c3)C2=O)cc1	5%
N#Cc1ccc(NC(=O)CN2CCCCCC2)cc1Cl	-6%
O=C1COc2ccc(C(=O)COC(=O)Cc3ccccc3)cc2N1	15%
CC1OC(OC2CC(O)C3(CO)C4C(O)CC5(C)C(C6=CC(=O)OC6)CCC5(O)C4CCC3(O)C2)C(O)C(O)C1O (stereo not given)	2%
Cc1nc2ccccc2c(=O)n1-c1cc([N+](=O)[O-])cc([N+](=O)[O-])c1	5%
O=S(=O)(NC1CN2CCC1CC2)c1ccc(Cl)cc1 (stereo not given)	-4%
CCOC(=O)c1cccc(C2=C(CNC(=O)c3ccc([N+](=O)[O-])cc3)[C@H]3CC[C@@H](C2)N3Cc2ccccc2)c1	8%
O=C(NCC1=C(c2ccc3ccccc3c2)C[C@@H]2CC[C@H]1N2Cc1ccco1)c1cccnc1	4%
CCCn1c(C(=O)c2ccccc2)nc2ccccc21	6%
Cc1ccc(CNC2=NCCS2)cc1	-6%
COc1ccc(-n2c(-c3ccccc3)nc3ccccc3c2=O)cc1	11%
CC(C)(C)c1ccc(OCC(=O)Nc2ccc(Cl)cc2C(=O)c2ccccc2)cc1	4%
CS(=O)(=O)c1ccc(C2=C(CNC(=O)c3cccnc3)[C@H]3CC[C@@H](C2)N3Cc2ccccc2)cc1	1%
COc1ccc(C(=O)OC2CC[C@@]3(C)C4CCC5[C@]6(O)CC(O)[C@@]7(O)C(CN8CC(C)CCC8[C@@]7(C)O)[C@]6(O)C[C@@]53O[C@]24O)cc1OC (stereo not given in full)	9%
O=c1cccc2n1C[C@H]1C[C@@H]2CN2CCCC[C@@H]12	-5%
CCOc1ccc(-n2c(/C=C/c3ccccc3)nc3ccccc3c2=O)cc1	-3%
CN(C)C(=O)Oc1ccc(Cl)c2cccnc12	-4%
c1cc2c(c(NC3=NCCCS3)c1)CCCC2	-5%
CCN(C(=O)COC(=O)C(O)(c1ccccc1)c1ccccc1)c1c(N)n(Cc2ccccc2)c(=O)[nH]c1=O	-2%
Cc1ccc(OC(=O)N(C)C[C@@H]2OCc3cnnn3CCCC(=O)N([C@@H](C)CO)C[C@@H]2C)cc1	-3%
CCOc1ccc2nc(NC(=O)c3cccn(Cc4ccc(Cl)cc4)c3=O)sc2c1	-2%
O=C(O)c1ccc(-n2c(O)c(/C=C3\C=Nc4ccccc43)c(=O)[nH]c2=O)cc1	1%
CC(C)C12CN3CC(C(C)C)(CN(C1)C3c1ccccn1)C2=O (stereo not given)	2%
COc1ccc(N2C(=O)/C(=C/C=C/c3ccccc3[N+](=O)[O-])C(=O)NC2=S)cc1	-46%[inhibitor]
CCOC(=O)CNC(=O)N1Cc2ccccc2-n2nncc2C1	0%
Cn1cccc1/C=C1/C(=O)NC(=O)N(C(C)(C)C)C1=O	-2%
Cc1c(C(c2ccc(O)cc2)c2c(O)c3ccccc3oc2=O)c(=O)n(-c2ccccc2)n1C (stereo not given)	-2%

Not a retest: entries from further up.
SMILES	aSyn tox rescue
COc1ccc(N2C(=O)/C(=C/C=C/c3ccccc3[N+](=O)[O-])C(=O)NC2=S)cc1	-46%[inhibitor]
CCOC(=O)CNC(=O)N1Cc2ccccc2-n2nncc2C1	0%
Cn1cccc1/C=C1/C(=O)NC(=O)N(C(C)(C)C)C1=O	-2%
Cc1c(C(c2ccc(O)cc2)c2c(O)c3ccccc3oc2=O)c(=O)n(-c2ccccc2)n1C (stereo not given)	-2%

Other structures follow.
SMILES	aSyn tox rescue
COc1cccc(-c2nn(Cc3ccccc3)cc2C(=O)O)c1	11%
COP(=O)(OC)C(NC(=O)/C=C/c1ccccc1)C(Cl)(Cl)Cl (stereo not given)	3%
O=C(Nc1ccc2c(c1)OCO2)c1cccn(Cc2cccc(F)c2)c1=O	-3%
CCc1cc2c(cc1-c1csc(C/C(N)=N/O)n1)C(C)(C)CCC2(C)C	-5%
Cc1ccc(-n2c(O)c(C=NCC3CCCO3)c(=O)[nH]c2=O)c(C)c1 (stereo not given)	-6%
O=C(c1cccc2ccccc12)C1CCCN(C2CCC2)C1 (stereo not given)	-3%
Cc1ccc(Cl)cc1NC(=O)N(Cc1ccc2c(c1)OCO2)C1CCN(Cc2ccccc2)CC1	4%
O=C(Nc1ccccc1F)OC1CN2CCC1CC2 (stereo not given)	-6%
N#Cc1cc2c(nc1SCC(=O)Nc1cccc(F)c1)C1CCN2CC1	2%
CN(C)C(CNC(=O)Cc1ccc(Br)cc1)c1ccccc1 (stereo not given)	0%
Cc1ccccc1OCC(=O)N1CCN(CCc2ccccn2)CC1	5%
Cc1cc(NC(=O)c2cccn(Cc3ccccc3)c2=O)no1	-4%
COc1ccc(C(=O)CC(c2ccc(OC)c(OC)c2)c2c(O)c3ccccc3oc2=O)cc1OC (stereo not given)	6%
Cc1c(NC(NC(=O)CF)C(Cl)(Cl)Cl)c(=O)n(-c2ccccc2)n1C (stereo not given)	1%
COC(=O)C1=COC(C)C2CN3CCC4(C(=O)Nc5ccccc54)C3CC12 (stereo not given)	4%
COc1cc(/C=C/c2nc3ccccc3c(=O)n2-c2ccc(Br)c(C)c2)ccc1O	?
Cc1ccc(-c2nc(CN3C(=O)CN=C(c4ccccc4Cl)c4cc(Cl)ccc43)c(C)o2)cc1	17%
O=[N+]([O-])c1cc(F)c(N2CCCCC2)cc1Br	21%
Cn1c(O)c(/C=C2/C=CC=N2)c(=O)[nH]c1=O	-32%[inhibitor]
Cc1ccc(Cn2cccc(C(=O)Nc3ccc4c(c3)OCCO4)c2=O)cc1	7%
CC(C)c1nn2c(=O)cc(COC(=O)Cc3ccccc3)nc2s1	1%
Oc1cc2c(cc1CN1CCN(c3ccc(F)cc3)CC1)OCO2	-13%
CC(NC1=NCCS1)c1ccccc1 (stereo not given)	-6%
Cc1nnc(NC(=O)c2cccn(Cc3cccc(F)c3)c2=O)s1	-3%
O=[N+]([O-])c1ccc(N2CCCCC2)c2ncccc12	-6%
CCN1CC2C3CCC(C)(O3)C2C1 (stereo not given)	-4%
C[C@@H]1CN([C@H](C)CO)C(=O)CCCn2nncc2CO[C@H]1CN(C)C(=O)Oc1ccc2ccccc2c1	-5%
O=c1[nH]c(=S)n(C2CC2)c(O)c1C=NCc1cccnc1	-7%
Cc1cccc(-n2c(/C=C/c3cn(C)c4ccccc34)nc3ccccc3c2=O)c1	9%
COc1cccc(C)c1NC1=NCCO1	1%
C[C@]12CC[C@H](O)C[C@@H]1CC[C@H]1[C@H]3CCC(=O)[C@@]3(C)CC[C@@H]12	6%
O=P1(NCCCn2cc[n+](Cc3nc4ccccc4[nH]3)c2)C=C(c2ccccc2)OC(c2ccccc2)=C1	12%
CCc1ccc(NC(=O)c2cccn(Cc3cccc([N+](=O)[O-])c3)c2=O)cc1	1%
COc1ccc(C2CN(C)CC2C(=O)c2ccc(C)cc2)cc1Cl (stereo not given)	0%
Cc1cccc(C2CC(=O)Oc3c2c(=O)oc2ccccc32)c1 (stereo not given)	-10%
O=C(c1cccs1)N1CCC(C(=O)O)(c2ccccc2)CC1	12%
Cc1cccc(OCC(=O)N2CCN(Cc3cc(=O)n4nc(-c5ccccc5Cl)sc4n3)CC2)c1	2%
COc1ccc(C(CC(C)=O)c2c(O)c3ccccc3oc2=O)cc1OC (stereo not given)	-2%
Cc1c(C(c2ccc(F)cc2)c2c(O)c3ccccc3oc2=O)c(=O)n(-c2ccccc2)n1C (stereo not given)	-9%

3 entries from above in a different format.
molecule,aSyn tox rescue
COc1ccc(C2CN(C)CC2C(=O)c2ccc(C)cc2)cc1Cl (stereo not given),0%
COc1cccc(C)c1NC1=NCCO1,1%
CCc1ccc(NC(=O)c2cccn(Cc3cccc([N+](=O)[O-])c3)c2=O)cc1,1%
